# Bioassay records (PubChem BioAssay)
# PRC2 inh: EZH2 (human) methyltransferase inhibition; inhibition, % at 12.5 µM; Q15910; 0.35% of 57,000 active; AID 651548; PRC2 H3K27 methylation, DELFIA TRF, 1 h;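 active = mean inhibition of replicates at least 50% and every single replicate also reaching 50%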;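 also: dimethyl H3K27 on biotinylated H3 21-44 peptide detected by antibody; plate controls were median neutral control wells for no effect and median positive control wells for full effect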
# IDH1 mut inh: inhibitors of human IDH1 R132H. AID 624101. 0.18% of 70,000 active. O75874. inhibition, % at 10 µM. IDH1 R132H reductase, diaphorase/resazurin fluorescence, 60 min; in the data active = inhibition above about 34%;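 also: 0% = DMSO and 100% = no enzyme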
# Target sequence (O75874 whole entry R132H): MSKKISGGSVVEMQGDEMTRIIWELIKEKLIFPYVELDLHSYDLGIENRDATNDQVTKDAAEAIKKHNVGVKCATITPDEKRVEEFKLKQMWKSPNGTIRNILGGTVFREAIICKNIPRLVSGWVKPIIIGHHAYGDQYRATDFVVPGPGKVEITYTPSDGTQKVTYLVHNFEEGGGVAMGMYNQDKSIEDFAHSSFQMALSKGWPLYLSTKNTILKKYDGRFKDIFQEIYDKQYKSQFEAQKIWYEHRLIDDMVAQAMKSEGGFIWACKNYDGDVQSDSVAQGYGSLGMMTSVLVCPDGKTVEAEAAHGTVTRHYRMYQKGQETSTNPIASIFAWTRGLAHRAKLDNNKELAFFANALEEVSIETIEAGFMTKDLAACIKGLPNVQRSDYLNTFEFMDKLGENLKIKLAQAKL
# Numbers without * were called inactive; . = not tested or not shown.
SMILES,PRC2 inh,IDH1 mut inh
CCC(=O)Nc1ccc2c(c1)OC[C@@H](C)N(C(=O)Cc1cccnc1)C[C@H](C)[C@@H](OC)CN(C)C2=O,9,0.2
C[C@H](CO)N1C[C@H](C)[C@@H](CN(C)S(=O)(=O)c2ccc(Cl)cc2)Oc2ccc(NC(=O)Nc3cccc4ccccc34)cc2C1=O,.,1.6
CNC[C@H]1OCCCC[C@H](C)Oc2ccc(NC(=O)C3CCCCC3)cc2C(=O)N([C@@H](C)CO)C[C@@H]1C,4,1.9
Cc1cccc(S(=O)(=O)N[C@H]2CC[C@H](CCNS(=O)(=O)c3ccccc3F)O[C@H]2CO)c1,-3,0.2
C=C1C2=CC(=O)O[C@@H](c3ccoc3)[C@]2(C)CCC1[C@@]1(C)C=CC(=O)C(C)(C)[C@@H]1CC(=O)OC (some centres undefined),.,-0.2
COCC#Cc1cnc2c(c1)C(=O)N([C@@H](C)CO)C[C@@H](C)[C@@H](CN(C)C)O2,-5,-1.0
COCC(=O)N1C[C@@H](C)[C@@H](OC)CN(C)C(=O)c2cc(NC(=O)Nc3cccc(F)c3)ccc2OC[C@@H]1C,2,-0.3
O=C(OCc1ccco1)c1ccc(S(=O)(=O)N2CCCCC2)cc1,.,0.0
O=C(CSc1nc2ccc([N+](=O)[O-])cc2[nH]1)Nc1ccc(F)cc1,3,-0.7
COc1ccccc1S(=O)(=O)N[C@H]1CC[C@@H](CC(=O)N2CCCCC2)O[C@H]1CO,-2,0.2
C[C@@H]1CN([C@@H](C)CO)C(=O)c2cc(-c3ccccc3)cnc2O[C@H]1CN(C)C(=O)c1ccccc1F,9,-3.5
CCOC(=O)N(C)C[C@@H]1OCc2ccccc2-c2ccccc2C(=O)N([C@@H](C)CO)C[C@H]1C,-2,-2.3
C/C=C/c1cnc2c(c1)C(=O)N([C@@H](C)CO)C[C@H](C)[C@H](CN(C)Cc1ccncc1)O2,6,-0.4
COC(=O)CCCCCCC(=O)N/N=C/c1cc(O)ccc1Br,-6,0.1
C[C@H]1CN([C@@H](C)CO)C(=O)Cc2cc(NC(=O)CCC(F)(F)F)ccc2O[C@H]1CN(C)C(=O)Nc1ccc(C(F)(F)F)cc1,.,2.8
C[C@H](CO)N1C[C@H](C)[C@H](CN(C)S(=O)(=O)c2cn(C)cn2)Oc2ccc(NS(C)(=O)=O)cc2CC1=O,.,-1.6
CN(CC(=O)O)S(=O)(=O)c1cc(Cl)ccc1Cl,-16,-0.7
CCCC(=O)Nc1ccc2c(c1)C(=O)N(C)C[C@H](OC)[C@H](C)CN(Cc1nccs1)[C@H](C)CO2,-3,0.0
C[C@H]1CCCCO[C@@H](CN(C)Cc2ccncc2)[C@@H](C)CN([C@@H](C)CO)C(=O)c2cc(NC(=O)C3CCCCC3)ccc2O1,-2,4.3
COc1cc(C)c(C(=O)Oc2cc(C)c(C(=O)Oc3cc(C)c(C(=O)NC(C)C(=O)O)c(O)c3)c(O[C@@H]3O[C@H](CO)[C@@H](O)[C@H](O)[C@H]3O)c2)c(OC)c1 (some centres undefined),-12,-0.1
CO[C@@H]1CN(C)C(=O)c2cc(NC(=O)C3CCC3)ccc2OC[C@H](C)N(Cc2ccncc2)C[C@H]1C,7,0.7
CC(Oc1ccc(Br)cc1)C(=O)Nc1ccccc1[N+](=O)[O-] (centres undefined),15,0.1
C[C@H](CO)N1C[C@H](C)[C@@H](CN(C)S(=O)(=O)c2ccc(Cl)cc2)Oc2ccc(NS(C)(=O)=O)cc2CC1=O,.,-0.1
N#Cc1ccc(/C=N/NC(=O)CCCCCCC(=O)Nc2ccccc2O)cc1,13,0.0
Cc1ccc(S(=O)(=O)N[C@H]2C=C[C@@H](CC(=O)N3CCc4ccccc4C3)O[C@@H]2CO)cc1,3,-0.3
Cc1noc(C)c1NC(=O)N(C)C[C@@H]1OCCCC[C@@H](C)Oc2ccc(NC(=O)Nc3ccc(F)cc3)cc2C(=O)N([C@H](C)CO)C[C@H]1C,.,1.6
N#Cc1ccc(/C=N/NC(=O)c2cccc(C(=O)NO)c2)cc1,9,0.0
CO[C@@H]1CN(C)C(=O)c2cc(NC(=O)c3ccc(-c4ccccc4)cc3)ccc2OC[C@H](C)NC[C@H]1C,-19,-0.4
COc1cccc(C(=O)Nc2ccc3c(c2)OC[C@H](C)N(C(C)=O)C[C@H](C)[C@@H](OC)CN(C)C3=O)c1,-2,0.2
C[C@H](NC(=O)C[C@@H]1C[C@H]2c3cc(NC(=O)CN(C)C)ccc3O[C@H]2[C@H](CO)O1)c1ccccc1,-7,0.0
C[C@@H]1CN([C@H](C)CO)C(=O)c2c(c3ccccc3n2C)-c2ccccc2CO[C@@H]1CN(C)S(=O)(=O)c1cn(C)cn1,7,.
CC(=O)N(C)C[C@@H]1Oc2cc(C#Cc3ccccc3F)ccc2S(=O)(=O)N([C@H](C)CO)C[C@H]1C,-16,-5.3
Cc1sc(NC(=O)c2cc3ccccc3oc2=O)c(C(=O)NCc2cccnc2)c1C,7,0.1
COc1ccc([N+](=O)[O-])cc1N(CC(=O)Nc1ccccc1Cl)S(C)(=O)=O,-19,0.9
Cc1ccc(S(=O)(=O)N(C)C[C@H]2Oc3ccc(N(C)C)cc3C(=O)N([C@@H](C)CO)C[C@@H]2C)cc1,.,-5.2
Cc1ccc(S(=O)(=O)Nc2ccc3c(c2)CC(=O)N([C@H](C)CO)C[C@H](C)[C@@H](CN(C)Cc2ccccc2)O3)cc1,.,-4.9
C[C@@H]1CN([C@@H](C)CO)C(=O)c2cc(NC(=O)C3CC3)ccc2O[C@H]1CN(C)Cc1ccc(Cl)c(Cl)c1,.,0.4
Cc1ccc(S(=O)(=O)Nc2ccc3c(c2)CC(=O)N([C@@H](C)CO)C[C@@H](C)[C@H](CN(C)CC2CCCCC2)O3)cc1,.,0.6
C[C@H](O)C#Cc1cnc2c(c1)C(=O)N([C@@H](C)CO)C[C@@H](C)[C@H](CN(C)C(=O)c1ccc(F)cc1)O2,7,0.2
C[C@@H]1CN([C@H](C)CO)C(=O)c2cc(NC(=O)C3CCCCC3)ccc2O[C@@H](C)CCCCO[C@H]1CN(C)C(=O)c1ccncc1,15,.
CCOC(=O)c1c(NC(=O)Cn2nc([N+](=O)[O-])c(Cl)c2C)sc2c1CCC2,7,0.5
C[C@@H]1CCCCO[C@@H](CN(C)Cc2ccc(C(=O)Nc3ccccc3N)cc2)[C@@H](C)CN([C@H](C)CO)C(=O)c2cc(NC(=O)Nc3cccc4ccccc34)ccc2O1,-13,-0.2
CC(C)NC(=O)N(C)C[C@@H]1OCCCC[C@H](C)Oc2ccc(NC(=O)Nc3ccc(F)cc3)cc2C(=O)N([C@@H](C)CO)C[C@@H]1C,.,0.6
C[C@@H]1CN([C@H](C)CO)C(=O)c2cc(NS(=O)(=O)c3ccc(Cl)cc3)ccc2O[C@@H]1CN(C)S(C)(=O)=O,.,2.8
C[C@@H]1CN([C@@H](C)CO)C(=O)c2cc(NC(=O)Nc3ccc(F)cc3)ccc2O[C@@H](C)CCCCO[C@@H]1CN(C)C(=O)c1ccccc1,.,1.7
CNC[C@H]1Oc2ccc(NS(=O)(=O)c3cccs3)cc2CC(=O)N([C@@H](C)CO)C[C@@H]1C,.,0.2
C[C@@H]1CN([C@@H](C)CO)C(=O)c2cc(NC(=O)Cc3ccccc3)ccc2O[C@H]1CN(C)S(C)(=O)=O,-6,.
CN(C)CC(=O)Nc1ccc2c(c1)[C@@H]1C[C@@H](CC(=O)NCc3cccnc3)O[C@@H](CO)[C@@H]1O2,7,-2.0
COCC#Cc1cnc2c(c1)C(=O)N([C@H](C)CO)C[C@H](C)[C@@H](CN(C)C(=O)Nc1cc(F)ccc1F)O2,-1,1.2
C[C@H](CO)N1C[C@H](C)[C@H](CN(C)C(=O)c2ccc3c(c2)OCO3)Oc2cc(C#Cc3ccccc3F)ccc2S1(=O)=O,-12,-2.3
# Going on with the list.
SMILES,PRC2 inh,IDH1 mut inh
C[C@@H]1CN([C@H](C)CO)C(=O)c2cc(NC(=O)CCN3CCOCC3)ccc2O[C@H]1CN(C)C,5,-3.7
CC12C(=O)OC(=O)C1(C)C1CCC2O1 (centres undefined),.,-0.2
CO[C@H]1CN(C)C(=O)c2ccc(NC(=O)Cc3ccccc3)cc2OC[C@H](C)N(C)C[C@H]1C,1,0.1
COc1ccc(NC(=O)N(C)C[C@@H]2Oc3ccc(NC(=O)Nc4ccccc4)cc3CC(=O)N([C@H](C)CO)C[C@@H]2C)cc1,.,-9.9
C[C@H](CO)N1C[C@H](C)[C@H](CN(C)C(=O)Nc2ccc(F)cc2)Oc2ccc(NC(=O)c3ccncc3)cc2CC1=O,10,-0.2
C[C@@H]1CCCCO[C@H](CN(C)CC2CC2)[C@@H](C)CN([C@H](C)CO)C(=O)c2cc(NC(=O)Nc3ccc(F)cc3)ccc2O1,-1,-0.2
O=C(CCCCCCC(=O)Nc1ccccc1O)N/N=C/c1cccc(Oc2ccccc2)c1,41,.
C[C@H](CO)N1C[C@H](C)[C@@H](CN(C)Cc2ccc(C(=O)Nc3ccccc3N)cc2)Oc2c(NS(=O)(=O)c3ccc(F)cc3)cccc2C1=O,-5,0.2
CN(C)C(=O)C[C@H]1C=C[C@@H](NC(=O)NC2CCCCC2)[C@H](CO)O1,-3,0.1
C[C@@H]1CN([C@H](C)CO)C(=O)c2cc(NC(=O)CCC(F)(F)F)ccc2O[C@@H]1CN(C)Cc1ccccc1,-9,-0.1

# As entered above.
# In IDH1 mut inh, CN(C)C(=O)C[C@H]1C=C[C@@H](NC(=O)NC2CCCCC2)[C@H](CO)O1 reads 0.1
# In IDH1 mut inh, C[C@@H]1CN([C@H](C)CO)C(=O)c2cc(NC(=O)CCC(F)(F)F)ccc2O[C@@H]1CN(C)Cc1ccccc1 reads -0.1
# In PRC2 inh, CO[C@H]1CN(C)C(=O)c2ccc(NC(=O)Cc3ccccc3)cc2OC[C@H](C)N(C)C[C@H]1C reads 1
# In PRC2 inh, O=C(CCCCCCC(=O)Nc1ccccc1O)N/N=C/c1cccc(Oc2ccccc2)c1 reads 41
# In IDH1 mut inh, C[C@H](CO)N1C[C@H](C)[C@@H](CN(C)Cc2ccc(C(=O)Nc3ccccc3N)cc2)Oc2c(NS(=O)(=O)c3ccc(F)cc3)cccc2C1=O reads 0.2

# (listing goes on)
SMILES,PRC2 inh,IDH1 mut inh
C[C@@H]1CN([C@@H](C)CO)C(=O)c2cccc(NC(=O)NC3CCCCC3)c2O[C@@H]1CN(C)C(=O)Nc1ccc(F)cc1,-11,-6.6
CCCC#Cc1ccc2c(c1)O[C@@H](CN(C)C(=O)NC(C)C)[C@@H](C)CN([C@@H](C)CO)S2(=O)=O,-20,-0.1
CC(C)NC(=O)N(C)C[C@@H]1Oc2c(NC(=O)c3cnccn3)cccc2C(=O)N([C@H](C)CO)C[C@H]1C,.,0.5
CO[C@@H]1CN(C)C(=O)c2cc(NS(C)(=O)=O)ccc2OC[C@@H](C)N(C(=O)C2CC2)C[C@@H]1C,3,0.1
CNC[C@H]1Oc2ccc(NC(=O)Nc3cccc4ccccc34)cc2C(=O)N([C@@H](C)CO)C[C@@H]1C,-2,0.0
C[C@@H]1CCCCO[C@H](CN(C)S(=O)(=O)c2ccc(Cl)cc2)[C@@H](C)CN([C@H](C)CO)C(=O)c2cc(NS(=O)(=O)c3ccc(F)cc3)ccc2O1,.,1.6
O=C(C[C@@H]1C=C[C@@H](NC(=O)CN2CCOCC2)[C@H](CO)O1)NC1CCC1,-2,0.2
CO[C@H]1CN(C)C(=O)c2cc(NC(=O)Cc3ccccc3)ccc2OC[C@H](C)NC[C@H]1C,0,-0.1
Cc1cnc(NC(=O)C2C(=O)c3ccccc3S(=O)(=O)N2C)s1 (centres undefined),.,0.0
O=C(C[C@@H]1CC[C@H](NC(=O)Nc2cc(F)ccc2F)[C@@H](CO)O1)NCCCN1CCOCC1,12,0.4

# Three neighbouring entries out of the list so far, for reference:
SMILES,PRC2 inh,IDH1 mut inh
CO[C@H]1CN(C)C(=O)c2cc(NC(=O)Cc3ccccc3)ccc2OC[C@H](C)NC[C@H]1C,0,-0.1
Cc1cnc(NC(=O)C2C(=O)c3ccccc3S(=O)(=O)N2C)s1 (centres undefined),.,0.0
O=C(C[C@@H]1CC[C@H](NC(=O)Nc2cc(F)ccc2F)[C@@H](CO)O1)NCCCN1CCOCC1,12,0.4

# The listing picks up, starting 3 compounds before the break.
SMILES,PRC2 inh,IDH1 mut inh
CO[C@H]1CN(C)C(=O)c2cc(NC(=O)Cc3ccccc3)ccc2OC[C@H](C)NC[C@H]1C,0,-0.1
Cc1cnc(NC(=O)C2C(=O)c3ccccc3S(=O)(=O)N2C)s1 (centres undefined),.,0.0
O=C(C[C@@H]1CC[C@H](NC(=O)Nc2cc(F)ccc2F)[C@@H](CO)O1)NCCCN1CCOCC1,12,0.4
COCC(=O)N(C)C[C@@H]1Oc2ncc(C#CC3(O)CCCC3)cc2C(=O)N([C@@H](C)CO)C[C@H]1C,9,-0.2
C[C@H](CO)N1C[C@H](C)[C@H](CN(C)Cc2ccncc2)OCCCC[C@H](C)Oc2ccc(NS(=O)(=O)c3cccs3)cc2C1=O,.,17
CNC[C@H]1Oc2cc(C#Cc3cccnc3)ccc2S(=O)(=O)N([C@@H](C)CO)C[C@@H]1C,-15,0.0
C[C@@H]1CN([C@@H](C)CO)S(=O)(=O)c2ccc(C#Cc3ccncc3)cc2O[C@H]1CN(C)C,-14,3.1
C[C@H](CO)N1C[C@H](C)[C@@H](CN(C)Cc2ccc(Cl)c(Cl)c2)Oc2c(NC(=O)C3CCOCC3)cccc2C1=O,.,2.2
COCCOC(=O)N1C(=O)[C@@]2(c3cc(C#CCC(C(=O)OC)C(=O)OC)ccc31)[C@H](C(N)=O)[C@H]1C(=O)O[C@H](c3ccccc3)[C@H](c3ccccc3)N1[C@@H]2c1ccccc1OCCO,-17,.
C[C@H]1CN([C@@H](C)CO)S(=O)(=O)c2ccc(C#CCC3CCCC3)cc2O[C@@H]1CN(C)C(=O)CN(C)C,.,0.0
COc1cccc(NC(=O)N(C)C[C@H]2Oc3ncc(C4=CCCCC4)cc3C(=O)N([C@H](C)CO)C[C@@H]2C)c1,-9,-3.6
COc1ccc(NC(=O)Nc2ccc3c(c2)C(=O)N([C@H](C)CO)C[C@H](C)[C@H](CN(C)Cc2ccc4c(c2)OCO4)OCCCC[C@H](C)O3)cc1,.,7.1

# An excerpt (hit frequency here may not be typical).
